Screening data from PubChem BioAssay.
GALK inhibitor: blocks human galactokinase activity. Purified GALK, Kinase-Glo residual ATP luminescence. Potency, µM (top dose mostly 57.5 µM), without a hit: top-dose activity change, negative = inhibition, actives largely listed as inhibitors. 270,000 tested, 0.007% active. AID 1868; note: potency is the fitted concentration of half-maximal effect
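Kinase-Glo Plus luminescence measured ATP left after a 1 h room-temperature reaction. The reaction used 5 nM GALK, 100 uM galactose and 35 uM ATP at pH 8.0 (20 mM HEPES, 5 mM MgCl2, 60 mM NaCl, 1 mM DTT, 0.01% BSA).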
uPA generation: blocks generation of uPA at the cell surface | AID 540303 | Potency, µM (doses to about 38.3 µM), without a hit: at the highest dose activity change, negative = inhibition, most hits filed as inhibitors | 330,000 tested, 0.31% active | cell surface uPA generation assay, qHTS; active = well fitted inhibition curve with a large enough effect; inconclusive = small, poorly fitted or top-dose-only effect; inactive = no such curve, though single readings can be large or run the other way; tested in mouse RAW 264.7 cells; note: potency is the fitted concentration of half-maximal effect; nearly all actives have a fitted effect of over 55% in size
Chronic BCR inh: inhibitors of chronic active B-cell receptor signaling; ABC-DLBCL IkBa-CBG/CBR reporter, luminescence ratio, 4 h; Potency, µM (titrated, usually from 46.1 µM), for the others: at the highest dose ratio change, negative = lower green/red ratio, most hits filed as inhibitors; 340,000 tested, 0.05% active; active = well fitted inhibition curve with a large enough effect in the signal ratio, with a control signal flat, not every such curve was filed as active; inconclusive = small, poorly fitted or top-dose-only effect, or effect the other way, or a change in a side signal; the % refers to the signal ratio;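 note: potency is the fitted concentration of half-maximal effect; plate controls were basal doxycycline-induced cells for no effect and cells given 10 µM MG132 for full effect; MG132 reads +100%, hits lower the ratio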
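Concentration-response series (up to 46 uM) were applied to TMD8 dual-reporter cells for 4 h at 37C with doxycycline. Green/red ratio, after filter-overlap correction, defined %Activity; red signal alone was normalised to basal cells and zero luminescence.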
FBPA coupling cs: inhibits coupling enzyme system, counter-screen for aldolase hits; AID 2472; coupling enzyme system counterscreen, AmpLite Red fluorescence; activity change, negative = inhibition, % at 58.2 µM, hits read low; 290,000 tested, 0.67% active; in the data active = activity change below about -30%
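Compounds tested against the coupling enzymes alone at 57.5 uM final; readout was AmpLite Red fluorescence (525/598 nm) after 20 min at RT.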
B2AR arrestin: agonists driving beta-arrestin recruitment to human beta2-adrenergic receptor | P07550 | beta-arrestin recruitment to beta2AR, cell-based reporter | Potency, µM (top dose mostly 46.1 µM), inactives show at the highest dose activation, hits mostly activators | 330,000 tested, 0.02% active | AID 492947;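 note: potency is the fitted concentration of half-maximal effect; 0% = DMSO controls and full agonism = EC100 isoproterenol or metaproterenol; nearly all actives have a fitted effect of over 65% in size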
Target sequence (P07550 whole entry, looked up): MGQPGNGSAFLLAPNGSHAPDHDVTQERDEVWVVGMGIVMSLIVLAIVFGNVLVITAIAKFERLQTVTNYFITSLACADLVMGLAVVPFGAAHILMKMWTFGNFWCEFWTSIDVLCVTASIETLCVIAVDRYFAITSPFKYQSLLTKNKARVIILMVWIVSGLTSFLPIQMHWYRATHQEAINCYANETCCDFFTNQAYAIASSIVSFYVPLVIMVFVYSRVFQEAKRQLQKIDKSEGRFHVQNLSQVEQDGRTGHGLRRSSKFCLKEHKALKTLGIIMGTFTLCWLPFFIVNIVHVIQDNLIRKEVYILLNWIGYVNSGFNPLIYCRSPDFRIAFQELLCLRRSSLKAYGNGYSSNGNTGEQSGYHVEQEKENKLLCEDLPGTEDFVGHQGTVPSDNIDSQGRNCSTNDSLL
Giardia killer: kills Giardia lamblia. AID 540267. Giardia lamblia trophozoite viability. activity change, % at 7.66 µM, hits read low. 340,000 tested, 0.15% active; in the data active = activity change below about -80%; inconclusive = between about -30% and that limit;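 note: parasites exposed to compound for two days anaerobically before the ATP read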
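Trophozoite viability was measured as ATP-dependent luminescence, read 15-30 min after reagent addition. Before that, parasites at 100 cells/well were exposed to compounds for 48 h, anaerobically, at 37 deg C.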
Eya2 inh: inhibitors of human Eya2 phosphatase activity | O00167 | recombinant Eya2, OMFP fluorescence dephosphorylation (OMFP is methylfluorescein phosphate) | Potency, µM (doses to about 76.9 µM), for inactives: at the highest dose activity, negative = inhibition, usual class: inhibitors | 330,000 tested, 0.006% active | AID 488837; note: potency is the fitted concentration of half-maximal effect
Target sequence (O00167 whole entry, looked up): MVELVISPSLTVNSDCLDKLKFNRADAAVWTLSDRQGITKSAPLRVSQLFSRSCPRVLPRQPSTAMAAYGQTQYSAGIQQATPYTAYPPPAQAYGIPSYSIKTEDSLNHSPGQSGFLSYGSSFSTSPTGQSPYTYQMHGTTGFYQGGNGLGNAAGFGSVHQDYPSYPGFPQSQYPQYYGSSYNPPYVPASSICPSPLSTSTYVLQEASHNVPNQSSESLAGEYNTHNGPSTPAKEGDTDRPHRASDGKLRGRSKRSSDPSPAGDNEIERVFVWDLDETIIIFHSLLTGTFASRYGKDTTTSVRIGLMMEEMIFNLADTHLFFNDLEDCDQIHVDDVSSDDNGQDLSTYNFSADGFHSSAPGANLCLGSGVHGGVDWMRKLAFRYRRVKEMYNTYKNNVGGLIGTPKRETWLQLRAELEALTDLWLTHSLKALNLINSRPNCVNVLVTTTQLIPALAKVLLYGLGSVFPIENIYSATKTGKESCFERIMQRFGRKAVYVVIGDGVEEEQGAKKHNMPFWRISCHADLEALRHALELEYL
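Eya2 protein (added as 0.2 uM solution) was preincubated with compound for 10 min at ambient temperature in 50 mM HEPES pH 7.5, 50 mM NaCl, 5 uM MgCl2, 0.05% BSA, 1 mM DTT. OMFP (added at 50 uM) then reacted 10 min; fluorescence read at 485/525 nm.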
PKM2 activator: PKM2 (human) enzyme activation; P14618; purified PKM2, Kinase-Glo ATP luminescence, activation; response scale: 0% is enzyme alone, no compound; Potency, µM (titrated, usually from 57.5 µM), for the others: at the top dose activation, actives largely listed as activators; 260,000 tested, 0.34% active; note: potency is the fitted concentration of half-maximal effect; nearly all actives have a fitted effect of over 55% in size
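Purified hPK-M2 (>95% pure) converted ADP (0.1 mM final) to ATP with 0.5 mM PEP in 50 mM imidazole pH7.2, KCl, MgCl2, Tween 20, BSA; 1 h at room temperature. ATP detected by Kinase-Glo luminescence.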
hERG WT inh: KCNH2 (human, wildtype) channel inhibition; AID 720551; activity change, % at 1.84 µM; Q12809; 340,000 tested, 0.37% active; U2OS, BacMam KCNH2, thallium flux FluxOr; hits give low values;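 active = maximum activity change below -70%; inconclusive = maximum activity change between -70% and -50%; inactive = maximum activity change above -50%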
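U2OS cells were transduced with wild-type KCNH2 virus (2.03 x 10^8 / mL) for 4 h at room temperature, then cultured overnight at 37 C. Thallium flux was read with FluxOr dye. Rate constants were normalized to DMSO controls.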
USP2a inh: blocks human ubiquitin-specific protease USP2a. O75604. USP2 core, Ub-CHOP2 coupled fluorogenic reporter, 485/531. Potency, µM (top dose mostly 38.3 µM), without a hit: at the highest dose activity change, negative = inhibition, actives largely listed as inhibitors. 330,000 tested, 0.01% active;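 note: potency is the fitted concentration of half-maximal effect; plate controls were DMSO wells for no effect and full inhibition by NEM control for full effect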
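Deubiquitinase activity read as fluorescence (485/531 nm) after Ub-CHOP2 cleavage activates the enterokinase reporter on its substrate; USP2 core 10nM, Ub-CHOP2 and substrate 25nM each, 30min compound preincubation then 60min RT; data normalized to NEM, curves fitted.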
KCNH2 3.1 block: KCNH2 3.1 (human) potassium channel inhibition. U2OS KCNH2 3.1, thallium flux FluxOr; hits give low values. activity change, % (tested at about 1.8 µM). 340,000 tested, 0.95% active. AID 720553;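 active = maximum activity change below -70%; inconclusive = maximum activity change from -70% to -50%; inactive = maximum activity change above -50%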;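 note: thallium influx rate constant from kinetic fluorescence after stimulation buffer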
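We transduce U2OS cells with the mutant 3.1 virus, culture them overnight, load FluxOr with Red40 quencher for 45 min, then add stimulation buffer and read kinetically for 2 min to derive a normalized rate constant.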
Numbers without * were called inactive; u = inconclusive; x = no result given; & = joins results of further samples; [ ] = dose if it differs, or a comment. Unless noted, calls come from the whole dose curve; as a rule, active = well fitted curve in the direction sought with a large enough effect; inconclusive = small, poorly fitted or top-dose-only effect, or another doubt; inactive = no such curve, though single readings can be large; an effect the other way counts as inactive or inconclusive. Unless noted, % is set by controls: 0 for no effect and ±100 for the full control effect.

SMILES	GALK inhibitor	uPA generation	Chronic BCR inh	FBPA coupling cs	B2AR arrestin	Giardia killer	Eya2 inh	PKM2 activator	hERG WT inh	USP2a inh	KCNH2 3.1 block
CN(C)CC1CSCCC1(O)c1ccc(Cl)cc1 (centres undefined)	-1.7%	3.8%	-1.6%	0.0	-0.1%	1.5	-12.9%	13.5%	1.1	-1.8%	1.3
CC(C)CCNC(=O)CN1C(=O)CN=C(c2ccccc2)c2ccccc21	-0.1%	0.8%	2.3%	0.6	0.0%	-2.6	u	-0.2%	-5.7	12.9%	2.2
O=C(C1=C[C@H](c2ccc(C(F)(F)F)cc2)C[C@H](OCCCCO)O1)N1CCN(Cc2ccccc2)CC1	-0.1%	3.4%	-5.2%	1.7	-0.3%	3.8	-16.4%	1.0%	1.0	-0.6%	-30.3
Cc1cc(OCc2ccc([N+](=O)[O-])cc2)c2c3c(c(=O)oc2c1)CCCC3	3.0%	5.0%	-6.2%	2.8	-0.6%	-0.8	-23.0%	-12.0%	-1.8	-5.8%	-12.8
CCCCn1c(O)c(C=NCc2ccc3c(c2)OCO3)c(=O)[nH]c1=O	-3.2%	-0.9%	1.2%	1.3	-0.5%	-5.0	7.6%	13.1%	0.6	3.1%	-2.8
CCN(CC)CCOC(=O)C(O)(c1ccccc1)c1ccccc1	-1.3%	-1.2%	u	1.0&4.3&2.5	-0.5%	-17.4	3.9%	-15.0%	30.6	2.7%	-4.9
COc1ccccc1/C=C1/C(=N/O)C2CCN1CC2	3.4%	4.5%	0.9%	0.2	-0.4%	4.6	-2.6%	-1.4%	-2.5	2.2%	-7.3
COc1cc(CC2(CCc3ccncc3)C(=O)N(C)C(=O)N(C)C2=O)cc(OC)c1OC	1.3%	2.2%	-3.5%	5.8	-0.7%	7.1	0.8%	1.5%	-1.1	0.5%	1.6
CCOC(=O)c1cccc([P+](=O)O)c1	-1.8%	4.6%	0.7%	1.8	-0.5%	u	4.0%	1.6%	-2.0	-1.9%	13.8
Cc1cc(OC(C)C(=O)NCC2CCC(C(=O)O)CC2)c2c3c(c(=O)oc2c1)CCC3 (centres undefined)	-5.5%	1.8%	-6.8%	-2.1	-0.3%	16.7	0.2%	x	-3.0	1.4%	-4.0
COC1CCCCC1NCCc1ccccc1 (centres undefined)	0.4%	-1.5%	u	1.2	0.0%	-10.4	0.5%	5.5%	6.3	-1.4%	-4.0
CCOc1cccc(CNC2CN3CCC2CC3)c1 (centres undefined)	3.2%	x	-21.4%	-1.3	0.3%	-1.2	5.4%	-1.9%	8.0	4.7%	-1.9
COc1ccc2c(C)c(CC(=O)N3C[C@H]4C[C@@H](C3)c3cccc(=O)n3C4)c(=O)oc2c1	x	5.1%	2.6%	-4.8	-0.1%	-27.7	-3.7%	3.7%	-0.8	-1.5%	-7.5
O=c1[nH]c(=O)n(C2CCCCC2)c(O)c1C=NCCCn1ccnc1	-0.2%	0.3%	10.2%	-0.1	0.2%	6.2	-25.7%	-10.9%	1.8	2.6%	-5.8
CC1CCCCN1Cc1cccnc1 (centres undefined)	8.3%	-4.6%	-7.5%	1.2	-0.1%	32.5[activator]	9.9%	-1.8%	-2.9	1.3%	14.2
COc1cc2c(C(=O)N3CCN(C)CC3)c(C)n(C)c2cc1Br	1.2%	6.8%	-1.2%	-0.3	-0.7%	-22.9	-10.4%	7.3%	-4.6	1.6%	-7.5
Cn1cc(C(=O)NCc2ccccc2)c2ccccc21	5.8%	-1.1%	-6.2%	-1.7	0.1%	-3.0	-8.1%	-1.4%	9.7	4.3%	-13.8
O=c1[nH]c(=O)n(Cc2ccco2)c(O)c1C=NCCCn1ccnc1	0.2%	2.7%	u	3.0	-0.7%	-2.4	4.0%	0.0%	5.6	0.1%	2.3
CCCn1c(C(=O)c2ccccc2OC)nc2ccccc21	-0.4%	u	11.6%	-1.2	-0.3%	-10.9	-0.8%	-1.0%	-4.2	4.0%	16.3
Oc1cc2c(cc1CN1CCN(c3ccccc3F)CC1)OCO2	-5.1%	-1.5%	5.3%	-10.9	0.2%	3.0	4.3%	x	9.3	4.1%	3.8

Complete entries, looked up by structure:
Results for CC1CCCCN1Cc1cccnc1 (centres undefined) → GALK inhibitor = 8.3%; uPA generation = -4.6%; Chronic BCR inh = -7.5%; FBPA coupling cs = 1.2; B2AR arrestin = -0.1%; Giardia killer = 32.5[activator]; Eya2 inh = 9.9%; PKM2 activator = -1.8%; hERG WT inh = -2.9; USP2a inh = 1.3%; KCNH2 3.1 block = 14.2
Results for COc1ccc2c(C)c(CC(=O)N3C[C@H]4C[C@@H](C3)c3cccc(=O)n3C4)c(=O)oc2c1 → GALK inhibitor = x; uPA generation = 5.1%; Chronic BCR inh = 2.6%; FBPA coupling cs = -4.8; B2AR arrestin = -0.1%; Giardia killer = -27.7; Eya2 inh = -3.7%; PKM2 activator = 3.7%; hERG WT inh = -0.8; USP2a inh = -1.5%; KCNH2 3.1 block = -7.5

Continued.
SMILES	GALK inhibitor	uPA generation	Chronic BCR inh	FBPA coupling cs	B2AR arrestin	Giardia killer	Eya2 inh	PKM2 activator	hERG WT inh	USP2a inh	KCNH2 3.1 block
CCC(=O)c1cn(Cc2ccc(C#N)cc2)c2ccccc12	-2.2%	4.8%	u	-0.5	0.1%	1.8	1.0%	6.7%	28.4	4.7%	-23.5
O=S1(=O)N(CCN2CC=C(c3c[nH]c4cc(F)ccc34)CC2)c2cccc3c2N1CCC3	x	11.5%	u	x	0.0%	12.1	-4.3%&-1.3%	x	9.3	-0.7%	-19.9
CCc1ccc2c(CN3CC=C(c4ccccc4)CC3)cc(=O)oc2c1	-0.4%	2.0%	u	8.6	-1.0%	8.4	5.5%	-0.3%	-1.5	0.0%	1.3
COC(=O)C1=C(c2ccc(OC)c(OC)c2)C[C@@H]2CC[C@H]1N2C(=O)NCc1cccc2ccccc12	x	10.8%	u	x	u	10.3	-17.9%	x	10.9	-3.8%	0.7
COC(=O)C1=C(c2ccc(F)cc2OCc2ccccc2)C[C@@H]2CC[C@H]1N2C(=O)NCc1cccc(F)c1	x	4.3%	-3.2%	x	2.7%	u	8.7%	x	-7.4	2.1%	-16.0
COc1ccccc1CCNCc1cc2c(cc1[N+](=O)[O-])OCO2	-3.4%	-9.5%	13.2%	x	-0.8%	37.1[activator]	0.5%	1.7%	71.3	0.4%	-19.8
CC(CO)(CO)N=Cc1c(O)n(-c2cccc3ccccc23)c(=O)[nH]c1=O	-2.7%	-4.0%	u	2.9	-0.7%	5.1	2.6%	3.7%	-7.6	0.7%	17.7
O=C1CC(c2cccc(Br)c2)c2cc3c(cc2N1)CCC3 (centres undefined)	0.1%	u	u	-1.3	-0.9%	4.7	-14.2%	-14.2%	-9.4	-12.3%	11.0
COC(=O)C1=C(c2ccc3ccccc3c2)C[C@@H]2CC[C@H]1N2C(=O)N1CCCCC1	x	-24.3%	-0.4%	x	-0.7%	6.4	-16.3%	x	-25.1	3.3%	4.4
COc1ccc(C2NCc3ccc4c(c3-n3cccc32)OCO4)cc1OC (centres undefined)	-1.8%	-4.5%	u	0.5	0.5%	20.8	14.8%	7.4%	2.9	-1.2%	-14.4
Cc1ccsc1C(=O)C1CCCN(Cc2cccn2-c2ccccn2)C1 (centres undefined)	1.1%	-7.6%	-15.3%	1.2	-0.8%	12.4	3.9%	-2.2%	-26.1	7.3%	-75.3*
COC(=O)c1ccc(COc2ccc3c(C)c(C)c(=O)oc3c2)o1	0.4%	-1.4%	u	0.3	-0.4%	-2.9	2.1%	19.2%	-23.8	2.7%	-8.3
Cc1ccc(OCCSC2=NN2c2cc(C)nc(N)n2)cc1	3.4%	3.6%	1.5%	1.7	-2.0%	17.8	-7.8%	-0.4%	0.4	0.8%	-3.4
CCC(=NC1CC1)c1c(O)n(-c2ccc(OC)cc2)c(=O)[nH]c1=O	-3.9%	8.7%	1.8%	0.2	0.1%	-2.4	5.2%	0.0%	-0.6	-1.0%	6.6
CN1CCN(c2nc3ccccc3o2)CC1	0.8%	12.0%	0.7%	1.6	-0.4%	u	-6.1%	-0.3%	-3.8	5.4%	0.8
CCCNC(=O)N1[C@H]2CC[C@@H]1C(C(=O)OC)=C(c1ccc(F)cc1OCc1ccccc1)C2	x	6.6%	-12.2%	x	-0.1%	-19.2	6.9%	x	0.8	-2.4%	-34.0
Cc1ccc(S(=O)(=O)c2nc(-c3ccccc3Cl)oc2N(C)C2CCN(C)CC2)cc1	x	-8.7%	u	x	-0.4%	-2.6	2.6%	x	u	-6.9%	-80.1*
Cn1ccnc1P(=S)(c1nccn1C)N1CCOCC1	2.6%	7.8%	4.2%	1.1	-1.2%	-18.2	25.9%[15.4 µM]	5.7%	4.6	0.0%	0.7

Some of the compounds tested; count on the stated rates, not on these rows.
